Source: PubChem BioAssay (Broad Institute)
PAX8 inh HTS: inhibitors of PAX8 transcriptional activity in RMG-I cells; RMG-I TPO-luciferase reporter, SteadyGlo, 24 h; inhibition, % at 12.6 µM; 360,000 compounds, 1.2% hits;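 active means mean replicate inhibition at least 60% with every replicate also reaching 60%; inconclusive means only one of the two criteria is met; inactive means mean below 60% and not all replicates reaching 60%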;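 further: luciferase light reporting Pax8 driven TPO promoter activity; plate controls were median of neutral control wells for no effect and mitoxantrone controls for full effect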
ARNT TACC3 PPI: ARNT/TACC3 interaction disruption; AlphaScreen His-ARNT PAS-B/GST-TACC3 binding, luminescence; TACC3 fragment carries E629A point mutation; inhibition, % at 9.99 µM; 390,000 compounds, 0.66% hits; Q9Y6A5;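 active means mean inhibition of replicates at least 50% and at least half of replicates each reaching 50%; inconclusive means half or more replicates reach 50% but mean below 50%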;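 further: 0% = complete ARNT plus TACC3 wells and 100% = ARNT alone without TACC3; many hits fall short of the cut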
CASP6 VEID inh: caspase-6 (human) enzyme inhibition; purified caspase-6, Z-VEID-R110 cleavage fluorescence; inhibition, % at 12.5 µM; 350,000 compounds, 0.53% hits; AID 686996;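 active means mean inhibition across replicates at least about 35%, with every replicate also reaching that limit, limit read from the data; inconclusive means only one of the two criteria met; inactive means neither criterion met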;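 further: 0% = median of neutral control wells and 100% = no fluorescence left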
Target sequence (P55212 24-179 limits assumed): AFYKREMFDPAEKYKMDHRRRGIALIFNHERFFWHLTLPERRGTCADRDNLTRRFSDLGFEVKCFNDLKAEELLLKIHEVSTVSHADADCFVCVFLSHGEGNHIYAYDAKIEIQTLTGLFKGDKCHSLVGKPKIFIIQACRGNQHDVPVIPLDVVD
Target sequence (P55212 194-293 limits assumed): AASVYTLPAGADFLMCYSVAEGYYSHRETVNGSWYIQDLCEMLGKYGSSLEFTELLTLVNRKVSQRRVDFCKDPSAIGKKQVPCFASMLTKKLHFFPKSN
SIRT5 block: blocks human SIRT5 desuccinylation of peptide; Purified SirT5, succinyl-peptide AMC, trypsin-coupled fluorescence; Q9NXA8; AID 652115; inhibition, % at 15 µM; 330,000 compounds, 1.1% hits; in the data active means inhibition above about 15%; inconclusive means no clear call, values can overlap the other calls
Target sequence (Q9NXA8 whole entry, looked up): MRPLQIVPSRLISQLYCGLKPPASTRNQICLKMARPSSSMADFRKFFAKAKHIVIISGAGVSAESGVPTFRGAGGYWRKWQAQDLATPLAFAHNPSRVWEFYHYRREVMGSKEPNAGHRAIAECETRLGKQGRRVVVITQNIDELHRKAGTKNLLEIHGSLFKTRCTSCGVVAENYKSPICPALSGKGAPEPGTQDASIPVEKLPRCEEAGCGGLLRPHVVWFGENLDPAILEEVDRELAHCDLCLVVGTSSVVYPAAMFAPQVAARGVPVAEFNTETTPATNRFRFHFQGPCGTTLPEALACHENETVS
DENV2 CPE rescue: protects cells from dengue virus 2 cytopathic effect | DENV2-infected cells, cytopathic effect rescue, plate reader | CPE inhibition, % at 9.99 µM | 350,000 compounds, 1.7% hits; in the data active means CPE inhibition above about 20%, passing the limit was not always enough; inconclusive means no clear call, values can overlap the other calls; tested in BHK-21 cells;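 further: 0% = median of neutral control wells and 100% = median of positive control wells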
LGR2 antag: blocks bursicon-induced cAMP signaling via Drosophila LGR2 | AID 720647 | inhibition, % at 9.99 µM | HEK293 LGR2, CRE-luciferase, bursicon-stimulated, 4 h | 380,000 compounds, 0.35% hits;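 active means drop in luminescence signal, shown as inhibition above about 50% in the replicate tests, limit read from the data, passing the limit was not always enough; inconclusive means probably only some replicates passing the limit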;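 further: agonist challenge used bursicon conditioned medium at about half maximal strength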
EWS-Fli inh: inhibitors of EWS/Fli oncoprotein transcriptional activity. A673 NR0B1-luciferase reporter, viability-normalised. inhibition, % at 12.6 µM. 350,000 compounds, 0.67% hits;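 active means mean inhibition of at least 50% after viability correction, with every replicate also passing that limit; inconclusive means mean reaches 50% but only one of two replicates passes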;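 further: firefly luciferase signal divided by Alamar Blue viability fluorescence both relative to DMSO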
Starred values were filed as active, the others as inactive; u = inconclusive; x = no result given; & = joins results of further samples; ! = repeats disagree. Compounds were not picked by outcome. Share with any hit: about 4.9%.

Sequence of screens – PAX8 inh HTS, ARNT TACC3 PPI, CASP6 VEID inh, SIRT5 block, DENV2 CPE rescue, LGR2 antag, EWS-Fli inh
[1] CCOc1ccc(CCNC(=O)c2nnn(CC(=O)Nc3ccc(OC)c(OC)c3)c2N)cc1OCC
  16, -6, 3, 1, 0, 9, 4
[2] COc1ccccc1-n1c(SC)nc(O)cc1=O
  -2, x, -2, x, -3, -5, -1
[3] COc1ccccc1NC(=O)c1ccccc1S(=O)(=O)c1ccc([N+](=O)[O-])cc1
  7, -1, 40*, 3, 7, -21, 2
[4] O=C(O)C[C@@H]1C[C@H]2c3cc(NC(=O)C4CCOCC4)ccc3O[C@H]2[C@H](CO)O1
  -7, -2, x, x, -1, -1, 1
[5] C[C@@H]1CN([C@H](C)CO)C(=O)c2cc(NC(=O)C3CC3)ccc2O[C@H]1CN(C)C(=O)Nc1cccc2ccccc12
  x, -13, 1, 0, 2, 3, -3
[6] COc1cccc(OCc2cc(C(=O)N(Cc3nccn3C)C(C)C)no2)c1
  -2, 2, -3, 0, -1, -4, x
[7] Cc1ccc(S(=O)(=O)N[C@H]2C=C[C@@H](CC(=O)N3CCc4ccccc4C3)O[C@@H]2CO)cc1
  9, 2, 5, 1, -8, 0, 8
[8] O=[N+]([O-])c1cnn(-c2nc(-c3ccco3)cc(C(F)(F)F)n2)c1
  1, 1, -3, -7, 5, 3, -4
[9] Cn1c(=O)c2c(nc(N/N=C/c3cccs3)n2Cc2ccc(Br)cc2)n(C)c1=O
  -12, 13, x, x, x, -6, x
[10] Cc1ccccc1-c1nc(CS(=O)CC(=O)NCc2ccc3c(c2)OCO3)c(C)o1 (stereo not given)
  12, 8, 4, 11, 1, -4, x
[11] Cc1ccc(OCC(=O)NNC(=O)CSC(=S)N2CCCC2)cc1
  -21, -7, 3, 0, -8, 7, 4
[12] CC(=O)N/C(=C/c1ccc([N+](=O)[O-])cc1)C(=O)O
  5, -6, 2, -3, 1, 12, 0
[13] CC1Cn2c(nnc2-c2ccc(F)cc2)S1 (stereo not given)
  -1, 2, 0, x, 4, 0, 0
[14] Fc1cccc(-c2ccc([C@@H]3[C@@H]4CN(Cc5nccs5)C[C@H]3N4)cc2)c1
  9, x, 3, -5, -1, -8, 0
[15] CCN(CC)c1ccc(S(=O)(=O)N2CCOCC2)cc1NC(=O)CNCc1ccccc1
  18, 2, 0, -2, -5, -7, -7
[16] Cc1cc(OCCCN2CCCC2)ccc1Cl
  0, 27, -9, -3, 16, -5, 5
[17] Cc1cc(OC(C)C(=O)NNC(=O)Nc2ccc(F)cc2F)cc(C)c1Cl (stereo not given)
  21, -4, 0, -1, 5, 5, x
[18] COc1ccc(-c2nc3cc(C)ccn3c2NC(=O)c2ccccc2OC)cc1
  9, -3, 0, -1, 0, -5, -22
[19] O=C(OCC(=O)N1CCCc2ccccc21)c1ccccc1[N+](=O)[O-]
  -100, 9, 1, 3, 3, -80, 2
[20] CC(=O)NC(c1cccc(F)c1)c1nc(-c2cccs2)cs1 (stereo not given)
  12, x, 0, 1, 0, x, -16
[21] C/C(=N\NC(=O)C1COc2ccccc2O1)c1ccccn1 (stereo not given)
  28, 64*, x, x, x, 2, x
[22] Nc1nn(S(=O)(=O)c2ccccc2)cc1-c1ccc([N+](=O)[O-])cc1
  -23, 5, 1, 0, x, 2, 83*
[23] COc1ccc(CN(C)C[C@@H]2Oc3c(NC(=O)c4ccc(-c5nccs5)cc4)cccc3C(=O)N([C@@H](C)CO)C[C@H]2C)cc1
  25, 5, -3, 8, 5, x, -8
[24] O=C(C[C@@H]1C[C@H]2c3cc(NC(=O)C4CCC4)ccc3O[C@H]2[C@H](CO)O1)NCC1CC1
  4, 8, 3, -4, 3, 13, -1
[25] COc1ccc2c3c([nH]c2c1)[C@H](CO)N(C(=O)Nc1ccc(F)cc1)CC31CN(C(=O)Cc2ccncc2)C1
  x, x, 1, x, -9, -2, -11
[26] CCCCC1=CC2=CC(=O)C(C)(OC(=O)CC)C(=O)C2=CN1CC(C)C (stereo not given)
  1, x, 9, 1, 7, -11, -4
[27] O=C(COC(=O)c1ccc(Cl)nc1)Nc1ccc2c(c1)OCO2
  2, 0, 1, -4, -5, x, -10
[28] CCOC(=O)C1=C[C@@H](c2ccccc2)N(S(=O)(=O)c2ccc(C)cc2)[C@H]1c1ccc(OC)cc1
  -36, x, -2, -4, x, 2, -1
[29] CCCNC(=O)N(C)C[C@H]1Oc2ncc(-c3cccc(C#N)c3)cc2C(=O)N([C@@H](C)CO)C[C@H]1C
  -4, -10, -5, 1, -6, 20, -1
[30] COCC#Cc1ccc(CC[C@H]2O[C@H]3CC[C@H](CO)O[C@H]3C[C@@H]2n2cc(C(C)(C)O)nn2)cc1
  -8, x, 2, -4, 1, x, -10
[31] COc1ccc(C(=O)Nc2ccc(C3=NNC(=O)CC3C)cc2NC(=O)c2ccc(OC)cc2)cc1 (stereo not given)
  23, -2, 0, 0, -2, -4, 34
[32] CC1CCCN(C(=O)COC(=O)Cc2c[nH]c3ccccc23)C1 (stereo not given)
  13, x, 0, -5, u, -2, 12
[33] Cc1cc(C)nc(NCCO)n1
  -21, -3, 2, -2, -2, x, 2
[34] CSc1nc(C)c(C(=O)C[n+]2ccc(C)cc2)cc1C#N
  16, -2, -5, x, -1, -16, -4
[35] C[C@@H]1CN([C@H](C)CO)S(=O)(=O)c2ccc(-c3ccccc3)cc2O[C@@H]1CN(C)C(=O)c1ccc2c(c1)OCO2
  30, -4, -1, 14, 2, 2, 9
[36] CC(=O)Nc1ccccc1C(=O)C(=O)Nc1cccc(Br)c1
  -46, 5, 0, -4, -3, -25, 9
[37] CC(NC(=O)/C(=C/c1ccc2c(c1)OCO2)NC(=O)c1cccc([N+](=O)[O-])c1)C(=O)O (stereo not given)
  -7, -2, 0, 4, 1, -3, -1
[38] Nc1nc(-c2ccccc2)c(CCCNc2ccccc2)c(=O)[nH]1
  21, 4, -4, 3, 5, 2, 6
[39] COc1ccc(NC(=O)C2CCOC(C)(C)C2)cc1 (stereo not given)
  -4, x, -1, 1, -2, 5, 3
[40] N#CN1CCC(NS(=O)(=O)c2ccc(C(F)(F)F)cc2)CC1
  -9, -2, -1, x, -2, -4, 4
[41] COc1cc(NC(=O)COC(=O)CCc2cc(OC)c(OC)c(OC)c2)cc(OC)c1
  3, -14, -3, 4, -1, 2, 1
[42] COc1ccc(/C(C)=N/NC(=O)c2nnn(-c3nonc3N)c2-c2cccs2)cc1
  -17, -4, -5, -1, u, 8, x
[43] O=C(CSc1nc2ncccc2[nH]1)NC1CCCC1
  -18, -3, -1, 1, -5, -4, -4
[44] C=C(C)CN(CC)C(=O)Cn1cnc2c(oc3ccccc32)c1=O
  15, 0, 3, 1, 5, 31, -14
[45] Cc1cc(Cl)ccc1OCC(=O)OCC(=O)Nc1cccnc1Cl
  -3, -4, 2, 13, -1, -5, -3
[46] COC(=O)[C@H](Cc1ccccc1)NC(=O)N1Cc2ccccc2C[C@H]1C(=O)OC
  41, -16, 0, -6, -4, 5, -15
[47] CCc1ccccc1NC(=O)C1CCN(S(=O)(=O)c2ccc3c(c2)N(C(C)=O)CCO3)CC1
  5, 5, 0, -10, 13, -14, x
[48] CCOc1ccc(S(=O)(=O)N2CCCC(C(=O)Nc3ccccc3)C2)cc1 (stereo not given)
  -6, x, x, 0, 4, 5, 18
[49] C[C@@H]1CN([C@H](C)CO)C(=O)Cc2cc(NS(C)(=O)=O)ccc2O[C@@H]1CN(C)C(=O)Nc1ccccc1
  -3, -5, -1, -1, -1, 16, -2
[50] CS(=O)(=O)N1[C@H](C#N)[C@@H](c2ccccc2-c2ccc(F)cc2)[C@@H]1CO
  -23, x, 3, 0, -16, -3, -8
[51] COC(=O)c1ccccc1NC(=O)c1cccc(COc2ccccc2Cl)c1
  -103, x, -1, -3, x, -59, x
[52] COc1ccc(S(=O)(=O)Nc2ccc3c(c2)C(=O)N([C@@H](C)CO)C[C@@H](C)[C@@H](CN(C)C(=O)Nc2cccc4ccccc24)OCCCC[C@@H](C)O3)cc1
  3, 5, x, x, 18, -2, -7
[53] Cc1ccc(-c2csc(N3CCC(C(N)=O)CC3)n2)cc1
  -170, -5, -3, x, u, -110, -98
[54] CCNC(=O)N1CCN(C(=O)NCC)CC1
  5, 13, 0, -5, 3, 10, -1
[55] NC(=O)c1[nH]cnc1N
  41&-2, 69*!, 0&-8, 2&-6, u, 4&1, -2&2
[56] CC(O)CCC(=O)NNC1CC(=O)N(c2ccccc2)C1=O (stereo not given)
  -2, -1, -4, 2, -1, x, 13
[57] CC(=O)Nc1ccc2c(c1)C(=O)N(C)[C@@H]1CC[C@@H](CC(=O)N3CCc4ccccc4C3)O[C@H]1CO2
  16, 3, x, x, -2, -7, 0
[58] COc1ccc(C(=O)c2coc3ccc(O)c(CN4CCCCC4)c23)cc1
  7, x, 0, x, -7, 6, 8
[59] COC(=O)c1ccc(CN2CC(=O)N3[C@H](C2)[C@@H](c2ccc(Br)cc2)[C@@H]3CO)cc1
  -6, x, 3, -4, 6, 0, 4
[60] CCc1ccc(CNC(=O)c2ccc3nc(C4CCCCC4)oc3c2)nc1
  -13, 1, -4, 1, -5, -12, x

Other structures follow.
Sequence of screens – PAX8 inh HTS, ARNT TACC3 PPI, CASP6 VEID inh, SIRT5 block, DENV2 CPE rescue, LGR2 antag, EWS-Fli inh
[61] Cc1ccc(NC(=O)O/N=C/c2ccc(N(C)C)cc2)cc1
  -112, 1, 0, -6, -3, -94, -48
[62] CC(C)Cn1c(N)c(C(=O)COC(=O)c2cc(-c3ccco3)nc3ccccc23)c(=O)n(C)c1=O
  -28, 8, 0, x, 9, 17, 13
[63] Cc1cccc(S(=O)(=O)N2C[C@@H]3N[C@H](C2)C3c2ccc(-c3ccccc3F)cc2)c1 (stereo not given in full)
  21&15, x, 1&0, 2&0, 3&0, -3&12, -3&-3
[64] Cn1c(NNC(=O)C(c2ccccc2)c2ccccc2)cc(=O)n(C)c1=O
  10, -1, -2, -4, 2, 23, 5
[65] Cc1noc(C)c1S(=O)(=O)Nc1ccc2c(c1)C(=O)N([C@H](C)CO)C[C@@H](C)[C@@H](CN(C)C(=O)C1CCCCC1)OCCCC[C@@H](C)O2
  16, 4, -2, -2, -7, 2, 2
[66] Cc1ccc(NC(=O)CN2CCc3ccccc3C2)cc1S(=O)(=O)N1CCOCC1
  18, -4, x, x, x, 14, x
[67] CCCC(O)C#Cc1cnc2c(c1)C(=O)N([C@H](C)CO)C[C@H](C)[C@H](CN(C)S(C)(=O)=O)O2 (stereo not given in full)
  x, -6, -1, 7, 0, -8, 0
[68] C[C@@H]1CN([C@@H](C)CO)C(=O)c2cc(C#CCc3ccccc3)cnc2O[C@@H]1CN(C)CC1CCOCC1
  11, -1, -1, 3, 5, 4, -11
[69] C[C@H](CO)N1C[C@H](C)[C@H](CN(C)S(=O)(=O)c2ccccc2)Oc2ncccc2C1=O
  x, -2, 0, -1, 0, 10, -4
[70] O=C(Nn1cnnc1)c1ccccc1Cl
  10, -3, -2, -2, 2, 1, 9
[71] CCc1ccc(N2CCN(CCNC(=O)Nc3ccccc3)CC2)cc1
  5, -2, 13, 3, 8, 9, 18
